MBD2 inh = inhibitors of MBD2 binding to methylated DNA, primary screen, biochemical, TR-FRET, DNA-binding domain, human; inhibition, % at 4.4 µM; Methyl-CpG-binding domain protein 2 (Homo sapiens), Q9UBB5; MBD2 binding to methylated oligonucleotide; AID 686964, 2013; actives 0.31% (n = 370,000); in the data active = inhibition above about 13%
rCAG binder = binders of r(CAG) RNA repeats, primary screen, biochemical, fluorescence. r(CAG) RNA repeat, TO-PRO-1 dye displacement fluorescence. inhibition, % at 3 µM. actives 1.3% (n = 370,000). AID 651821, 2012;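 active = inhibition above the plate cutoff, the mean of all test compounds on that plate plus 3 SD, cut at about 35% in these data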;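 note: 0% = DMSO alone and 100% = 100 µM mitoxantrone as full dye displacement; higher means more dye released from RNA so lower well fluorescence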
TCR CD3 inh = inhibitors of human TCR-CD3 interaction, primary screen, biochemical, fluorescence, TAMRA-labeled TCR probe | T-cell receptor (TCR) | actives 0.37% (n = 360,000) | AID 651800, 2012 | inhibition, % at 9.4 µM; in the data active = inhibition above about 19%;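 note: recombinant mutant TCR 2C K166C tagged with TAMRA read by polarization; 0% = receptor in buffer alone and 100% = receptor with positive control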
GC-A act = GC-A stimulated cGMP production enhancers – HEK293 GC-A cells, cGMP TR-FRET, EC30 ANP, primary screen; Atrial natriuretic peptide receptor 1 (Homo sapiens), P16066; AID 1671463, 2021; actives 0.14% (n = 370,000); 0% at EC30 ANP, 100% saturating ANP; activation, % at 10 µM; in the data active = activation above about 40%
NPR2 activator = human GC-B receptor activators, primary screen, HEK293 GC-B cells, cGMP TR-FRET, EC30 CNP; Atrial natriuretic peptide receptor 2 (Homo sapiens), P20594; 0% at EC30 CNP, 100% saturating CNP; activation, % at 10 µM; actives 0.11% (n = 370,000);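 active = activation at 10 µM reaching about 35% in either raw or pattern-adjusted values, limit read from the data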
ABHD4 inh = ABHD4 inhibitors, primary screen, biochemical, fluorescence polarization, mouse; (Lyso)-N-acylphosphatidylethanolamine lipase (Mus musculus), Q8VD66; purified mABHD4, FP-Rh probe fluorescence polarization; inhibition, % at 8.92 µM; actives 0.54% (n = 370,000); AID 720543, 2013;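 active = inhibition exceeding the mean over every tested compound plus 3 SD, cut at about 30% in these data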;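 note: 0% = plate median of compound wells and 100% = S159A mutant with DMSO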
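Test system: mABHD4 protein; Read-out basis: % inhibition; Incubation: 45 min + 60 min at 25 °C; Repeats: single replicate; Technique: fluorescence polarization with parallel and perpendicular emission, 525/598 nm; Compound: 8.92 µM, single dose; Benchmarks: full inhibition S159A mutant plus DMSO, zero as sample-well median.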
UHRF1 MBD2 ctr = UHRF1 methylated DNA binding inhibitors, primary screen, counter-screen for MBD2 inhibitor project, biochemical, TR-FRET, human UHRF1, single concentration; UHRF1 binding to methylated oligo; actives 0.75% (n = 370,000); inhibition, % at 4.4 µM; E3 ubiquitin-protein ligase UHRF1 (Homo sapiens), Q96T88; in the data active = inhibition above about 21%;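 note: UHRF1 SRA domain binding a hemimethylated CpG hairpin DNA probe; 0% = median of test compound wells and 100% = reference inhibitor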
SIAE primary = human SIAE inhibitors, primary screen, biochemical, fluorescence polarization, FP-Rh probe, 1536-well HTS. inhibition, % at 9.66 µM. AID 1053197, 2014. Sialate O-acetylesterase (Homo sapiens), Q9HAT2. actives 0.69% (n = 370,000). SIAE FP-Rh probe binding;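 active = inhibition above a cutoff: mean of compounds within the control limits plus 3 SD of those, cut at about 17% in these data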;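 note: 0% = plate median of compound wells and 100% = probe without SIAE protein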
Target sequence (Q9HAT2 whole entry, looked up): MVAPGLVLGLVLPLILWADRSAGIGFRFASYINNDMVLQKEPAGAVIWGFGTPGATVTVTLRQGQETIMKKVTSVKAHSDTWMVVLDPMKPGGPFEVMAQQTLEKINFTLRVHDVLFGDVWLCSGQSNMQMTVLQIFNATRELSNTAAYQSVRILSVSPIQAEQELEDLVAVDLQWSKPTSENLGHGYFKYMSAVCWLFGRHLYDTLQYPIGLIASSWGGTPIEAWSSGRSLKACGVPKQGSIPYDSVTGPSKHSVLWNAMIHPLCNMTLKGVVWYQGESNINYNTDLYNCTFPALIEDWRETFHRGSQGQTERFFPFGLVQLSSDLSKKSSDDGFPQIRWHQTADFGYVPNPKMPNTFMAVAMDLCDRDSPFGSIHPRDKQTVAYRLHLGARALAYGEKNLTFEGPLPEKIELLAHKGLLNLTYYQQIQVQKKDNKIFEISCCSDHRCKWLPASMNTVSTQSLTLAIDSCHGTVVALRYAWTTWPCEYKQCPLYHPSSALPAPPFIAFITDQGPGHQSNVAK
PRMT1 FP inh = PRMT1 methyltransferase inhibitors, primary screen, biochemical, fluorescence polarization. Protein arginine N-methyltransferase 1 (Homo sapiens), Q99873. recombinant PRMT1, activity-based probe fluorescence polarization. inhibition, % at 2.79 µM. actives 1.3% (n = 370,000). AID 652257, 2013;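 active = inhibition above about 21% made by adding two undisclosed values, limit read from the data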
Target sequence (Q99873 whole entry, looked up): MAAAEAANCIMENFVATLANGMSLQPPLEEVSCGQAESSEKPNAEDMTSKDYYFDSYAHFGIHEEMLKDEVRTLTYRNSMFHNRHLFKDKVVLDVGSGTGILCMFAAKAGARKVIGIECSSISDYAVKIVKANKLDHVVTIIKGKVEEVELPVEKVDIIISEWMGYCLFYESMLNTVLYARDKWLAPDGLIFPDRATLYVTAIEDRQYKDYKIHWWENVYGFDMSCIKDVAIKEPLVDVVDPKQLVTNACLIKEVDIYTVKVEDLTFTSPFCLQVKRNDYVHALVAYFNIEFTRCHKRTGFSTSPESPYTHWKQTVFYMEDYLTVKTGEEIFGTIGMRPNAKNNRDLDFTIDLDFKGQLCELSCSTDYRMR
HTRA1 inhibitor = HTRA1 serine protease inhibitors, primary screen, biochemical, fluorescence polarization, HTS | Q92743 | recombinant HTRA1, FP-rhodamine activity-based probe | inhibition, % at 5.96 µM | actives 0.5% (n = 340,000); in the data active = inhibition above about 36%;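 note: 0% = enzyme with DMSO and 100% = wells lacking enzyme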
Active calls of the source: *; x = no result given. This is a subset (hit frequency here may not be typical).

SMILES	MBD2 inh	rCAG binder	TCR CD3 inh	GC-A act	NPR2 activator	ABHD4 inh	UHRF1 MBD2 ctr	SIAE primary	PRMT1 FP inh	HTRA1 inhibitor
CN1CCN(C(=S)c2cn(CCOc3ccccc3F)c3ccccc23)CC1	4	-5	4	9	-3	4	1	6	-1	2
Clc1ccc(SCCCN2CCCCC2)cc1	-1	-3	-3	-1	4	13	2	1	2	-4
COc1c2ccccc2nn1C(C)C	4	2	-2	0	1	1	17	7	-5	x
Cc1cc(NC(=O)CCCN2C(=O)/C(=C/c3cccs3)SC2=S)no1	-1	-1	-5	-15	-7	11	1	-5	3	3
Cc1csc(NC(=O)COc2ccc3c(C)cc(=O)oc3c2)n1	-1	0	6	5	-2	-3	-1	-2	-3	1
O=C(NC1CCCCC1)N1CCN(S(=O)(=O)c2ccc(F)cc2)CC1	2	-6	6	-2	4	-2	0	5	-3	-1
COc1ccc(NC(=O)CN2C(=O)N(C)Cc3ccccc32)c(C)c1	-1	0	3	-1	4	-1	5	4	0	1
CC(O)(c1cccnc1)c1nc(-c2ccc3c(c2)OCO3)cs1 (stereo unspecified)	2	1	4	3	6	-3	10	0	-3	x
CCCCCCN1C=CC=C/C1=C/C=C(C#N)C#N	-5	-3	-7	-4	-4	7	-7	1	-1	0
CN[C@@H](CO)C(=O)NC[C@H]1O[C@@H](n2cnc3c(N)ncnc32)[C@H](O)[C@@H]1O	6	1	-5	2	1	-11	2	-1	4	x
COc1ccc(C(=O)Nc2ccc(NC(=O)c3cnccn3)cn2)cc1	2	0	3	0	-1	2	-1	-9	-1	2
CCC[C@H]1CN(c2ccccc2)C(=O)[C@@H]1CC(=O)Nc1ccccc1	1	0	4	0	0	-1	-2	-2	0	-6
COc1cc2c(cc1OC)C(c1cc3cc4c(cc3[nH]c1=O)OCO4)N(C(=O)C(C)C)CC2 (stereo unspecified)	-7	-2	-10	-3	-2	-11	3	-1	-3	2
CC(C)[C@H](NC(=O)c1ccco1)C(=O)Nc1ccc(OC(F)F)cc1	4	-3	-1	6	1	-3	0	10	-4	1
Cc1cc(NC(=O)CSc2nnc(CNC(=O)c3ccc(C(C)(C)C)cc3)o2)no1	4	-4	-3	-1	-2	3	-1	-2	-2	7
CC1CCN(C(=O)c2ccc(NC(=O)c3cccs3)cc2)CC1	1	-2	-3	-1	-4	3	-2	2	-3	-5
CCCc1ccc(-c2cc(C(=O)NC3=NCCS3)c3ccccc3n2)cc1	1	5	-1	3	-3	-5	1	-15	3	-12
O=C(CSc1nnc2ccccn12)NC(=O)Cc1ccccc1	5	-1	-3	-4	2	-2	4	-3	5	10
CCC(C)(C)NC(=O)CN(C(=O)CCC(=O)Nc1nccs1)c1ccc2c(c1)OCCO2	-2	-1	7	-5	3	0	2	-7	3	1
CCCn1c(SCC(=O)Nc2nnc(CC)s2)nnc1-c1ccco1	0	4	-3	3	-2	4	2	6	1	1
O=C(/C=C/c1cccs1)c1ccc(NC(=O)c2cccc(Br)c2)cc1	4	26	42*	-1	5	-36	8	-13	-4	-54
CC(=O)NC1C(OCCOc2ccc(Cl)cc2C)OC(CO)C(O)C1O (stereo unspecified)	2	-3	-3	5	-5	-3	12	0	0	0
Cc1onc(-c2ccccc2Cl)c1C(=O)NCc1nnnn1-c1ccc(F)c(F)c1	-5	2	2	-1	5	7	-2	4	-2	10
CC(=O)c1ccc(N2CCN(C(=O)[C@H](C)NC(=O)c3ccccc3Cl)CC2)cc1	-4	-4	-3	0	-3	1	2	2	3	4
CCS(=O)(=O)N1CCC(C(=O)Nc2cc([N+](=O)[O-])ccc2C)CC1	-1	6	-2	1	3	-2	-2	4	-6	4
SMILES	MBD2 inh	rCAG binder	TCR CD3 inh	GC-A act	NPR2 activator	ABHD4 inh	UHRF1 MBD2 ctr	SIAE primary	PRMT1 FP inh	HTRA1 inhibitor
CSc1ccccc1NC(=O)CN(C)C(=O)c1ccc(-n2cccn2)cc1	0	4	0	2	6	0	0	4	-4	4
COc1ccc(NC(=O)CN(C)C2CCCCC2)cc1Cl	8	-4	-4	5	5	6	3	-3	5	-2
COc1cccc2c(=O)n(CC(=O)Nc3cccc(F)c3)ccc12	3	4	-2	1	3	-7	0	-2	-1	0
Cc1ccc(C)c(N2CCN(S(=O)(=O)c3ccc4c(c3)C(C)(C)C(=O)N4C)CC2)c1	-2	12	-7	1	3	-2	2	-3	-1	-21
CCOC(=O)c1[nH]c2ccccc2c1NC(=S)Nc1cc(C)ccc1C	-4	9	4	-1	-2	3	0	0	2	4
O=C(O)C1CCCN1c1ncnc2c1oc1ccccc12 (stereo unspecified)	4	5	-6	-2	5	3	4	1	4	5
Cc1ccccc1-c1n[nH]nc1C1=CC(=O)CC(C)(C)C1	1	4	6	1	0	3	-2	2	-1	2
CCCCCCCCN1CCS(=O)(=O)N(Cc2ccc(OC)cc2)C(C(=O)OC)C1 (stereo unspecified)	-3	2	x	-3	-7	-5	-1	3	1	x
O=C(Nc1ccccc1)C(c1ccccc1)c1ccccc1	-1	-1	3	-14	-10	-15	-1	-5	1	-21
Cn1cc(CN2CCN(CCO)CC2)c(-c2ccc(Oc3ccccc3)cc2)n1	-5	-10	6	4	-4	-1	-2	5	-8	3
Cc1noc(C)c1COc1ccccc1C(=O)NCCOc1ccccc1	-1	-6	4	-3	-7	0	0	16	-1	6
COC(=O)C1CCN(C(=O)c2cc(=O)[nH]c3ccccc23)CC1	-4	-1	0	-1	2	4	0	2	-3	0
Cc1ccc2c(CN3CCN(Cc4ccccc4)CC3)cc(=O)oc2c1	2	-8	-7	-9	-9	5	3	1	0	-3
CCC(C)N(CCNC(=O)CC1Oc2ccc(C)cc2NC1=O)C1CCCCC1 (stereo unspecified)	-1	-1	1	-7	-4	2	0	4	1	0
CN(C)C(=S)Nc1cccc(-c2n[nH]c(=S)o2)c1	-1	1	2	2	-1	4	-2	15	-1	3
O=[N+]([O-])c1ccccc1SNc1ccccc1	0	2	-1	-3	-2	-9	0	-3	-1	-11
COc1ccccc1C(=O)NNC(=O)c1ccc(NS(=O)(=O)c2cccs2)cc1	3	5	16	3	0	3	-1	3	-1	6
O=C(Cc1ccsc1)Nc1ccc2c(c1)OCO2	1	2	-8	3	0	-3	1	6	3	4
O=S(=O)(c1ccc(Br)cc1)N1CCC2(CC1)OCCO2	-4	-4	1	2	0	-1	-3	2	-4	-1
CN(C)c1ccc(S(=O)(=O)NCC(=O)NCCOc2ccccc2F)cc1[N+](=O)[O-]	-4	2	-1	1	2	7	-2	1	2	2
CN(C)CCNc1oc(-c2ccccc2Cl)nc1S(=O)(=O)c1ccccc1	2	-5	-8	-1	1	13	1	3	1	9
COc1ccc2[nH]c(=O)c(CN(C(=O)c3ccccn3)c3ccccc3)cc2c1	1	-1	-8	-15	-10	-4	6	-2	1	8
COc1ccc(-c2coc3c(C(=O)NCC(C)C)cccc23)c(C)c1	-6	0	-8	1	11	-2	0	14	-1	x
COc1ccc(-c2oc3ccc(-c4ccc5c(c4)OCO5)cc3c2-c2ccc(OC)nc2)cc1	-3	4	5	-2	-1	3	4	4	0	3
Cc1cc(C)c(C(=O)NCC(=O)c2ccccc2)c(C)c1	6	-3	0	4	7	6	1	2	1	3
SMILES	MBD2 inh	rCAG binder	TCR CD3 inh	GC-A act	NPR2 activator	ABHD4 inh	UHRF1 MBD2 ctr	SIAE primary	PRMT1 FP inh	HTRA1 inhibitor
COc1cc(Nc2nnc(C)s2)c(Cl)cc1Cl	0	-1	-7	2	-6	5	1	-2	1	-3
O=C(NCCCn1ccnc1)C(=O)NCC1OCCN1S(=O)(=O)c1ccc(Cl)cc1 (stereo unspecified)	-3	2	-1	-2	3	-1	4	-11	-2	6
CCOc1ccc(-n2c(COc3ccccc3)nnc2SCc2nc3ccccc3[nH]2)cc1	-2	1	x	-12	-6	-2	-1	1	-3	x
COCCn1nnnc1C(c1ccc(OC)c(OC)c1)N1CCc2ccccc21 (stereo unspecified)	4	-5	8	-4	-7	-3	-4	1	3	13
CCOC(=O)/C=C/C(=O)N1CCc2ccccc21	-6	-1	4	1	1	5	0	8	2	7
Cc1ccc(NC(=O)CSc2nc(CSc3ccc(C)cc3)cc(=O)[nH]2)cc1	0	45*	0	-6	-2	-5	-1	0	-2	-55
Cc1cccc(C)c1NC(=S)N(CCCN1CCN(C)CC1)Cc1cccs1	0	-1	1	0	-2	-8	9	-5	-6	1
O=C(CCNC(=O)c1ccc([N+](=O)[O-])cc1)Nc1cc(Cl)ccc1N1CCOCC1	9	2	-3	-15	-10	-10	3	-2	7	3
CCOc1ccc(OCCC(=O)NNC(=O)c2nn(C)c(=O)c3ccccc23)cc1	-2	-1	-2	-2	1	2	3	-3	2	4
CCOC(=O)N1CCN(C(c2cccc(OC)c2)c2sc3nc(C)nn3c2O)CC1 (stereo unspecified)	0	-8	-2	-1	-2	0	-3	-2	-3	0
CCOc1ccc(-n2c(SCc3ccc([N+](=O)[O-])cc3)nnc2-c2ccc(OC)cc2)cc1	0	11	-10	-2	-4	-2	0	-4	3	-37
CCOc1ccc(-c2nnc(NC(=O)C3CCCC3)o2)cc1	7	2	-10	-2	-4	-23	2	10	15	-4
OCc1nc2ccccc2n1CCCc1ccccc1	-2	-1	-3	8	0	3	-2	7	-1	2
Cc1ccsc1/C=C/c1ccc2cccc(O)c2n1	-4	14	-2	5	-2	6	-5	0	2	7
Cc1cc(C(=O)COC(=O)CNC(=O)c2ccc(Cl)c(Cl)c2)c(C)n1Cc1ccco1	3	0	2	-2	-2	5	3	0	3	-12
COCC(=O)N(C)[C@H]1C[C@H]2c3[nH]c4c(-c5ccccc5)cccc4c3CCN2C(=O)[C@H]1[C@H](C)O	-4	1	8	2	-2	-2	-2	3	-3	x
COc1ccc(OC2C(=O)N(Cc3ccc(F)cc3)C2c2cc(OC)c(OC)c(OC)c2)cc1 (stereo unspecified)	-4	-2	3	-10	-5	5	0	-1	-1	-7
COC(=O)c1ccc(NC(=O)CCN2C(=O)C3C4CCC(C4)C3C2=O)cc1 (stereo unspecified)	1	-3	8	1	3	3	1	-1	-2	-3

Part of the list above, field by field.
SMILES: Cc1cc(C(=O)COC(=O)CNC(=O)c2ccc(Cl)c(Cl)c2)c(C)n1Cc1ccco1
  MBD2 inh = 3	rCAG binder = 0	TCR CD3 inh = 2	GC-A act = -2	NPR2 activator = -2	ABHD4 inh = 5	UHRF1 MBD2 ctr = 3	SIAE primary = 0	PRMT1 FP inh = 3	HTRA1 inhibitor = -12
SMILES: COCC(=O)N(C)[C@H]1C[C@H]2c3[nH]c4c(-c5ccccc5)cccc4c3CCN2C(=O)[C@H]1[C@H](C)O
  MBD2 inh = -4	rCAG binder = 1	TCR CD3 inh = 8	GC-A act = 2	NPR2 activator = -2	ABHD4 inh = -2	UHRF1 MBD2 ctr = -2	SIAE primary = 3	PRMT1 FP inh = -3	HTRA1 inhibitor = x
